Screening data: PubChem, Sanford-Burnham Center for Chemical Genomics
SENP7 inh – inhibitors of human SENP7 protease. Q9BQF6. inhibition, % at 5 µM. recombinant SENP7, Z-RLRGG-aminoluciferin luminescence, 40 min. 330,000 tested, 1.5% active;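 active means inhibition above about 50% at the single test dose, limit read from the data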;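 further: plate controls were DMSO with enzyme for no effect and no enzyme buffer wells for full effect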
SENP8 block-1 – inhibitors of human SENP8 protease; Q96LD8; purified SENP8, Z-RLRGG-aminoluciferin cleavage, luminescence; inhibition, % at 10 µM; 330,000 tested, 1.2% active; AID 2540; in the data active means inhibition above about 50%
Target sequence (Q96LD8 whole entry, looked up): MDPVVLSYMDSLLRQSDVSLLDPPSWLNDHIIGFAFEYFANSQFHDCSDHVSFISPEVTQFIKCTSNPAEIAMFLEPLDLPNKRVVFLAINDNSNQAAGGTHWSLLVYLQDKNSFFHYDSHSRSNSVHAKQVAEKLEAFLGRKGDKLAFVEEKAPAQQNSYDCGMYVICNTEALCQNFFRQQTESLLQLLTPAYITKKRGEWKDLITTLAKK
Apaf-1 inh – blocks human Apaf-1 apoptosome activity; AID 489030; reconstituted apoptosome caspase-3 activity, DEVD-Rh110 fluorescence; 330,000 tested, 0.71% active; O14727; inhibition, % at 20 µM; active means inhibition of at least 40% at 20 µM;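 further: plate controls were DMSO wells for no effect and DEVD-CHO caspase inhibitor wells for full effect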
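Medium: Hepes buffer, pH 7.5 / System: biochemical Apaf-1 apoptosome reconstitution / Measured by: Rh110 fluorescence, excitation 480 nm, emission 540 nm / Times: compound with Apaf-1, dATP, procaspase-3 30 min, then 50 min reaction, room temperature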
PfGluPho inh – PfG6PD (Plasmodium falciparum) enzyme inhibition. PfGluPho enzyme, NADPH resazurin-diaphorase fluorescence. inhibition, % at 20 µM. 350,000 tested, 0.78% active;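 active means inhibition reaching at least a set limit at 20 µM in the primary screen, cut at about 59% in these data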;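 further: 0% = DMSO wells with substrate and 100% = DMSO wells lacking glucose-6-phosphate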
SENP6 inh – inhibitors of human SENP6 protease; inhibition, % at 10 µM; Q9GZR1; Recombinant SENP6 catalytic domain, aminoluciferin luminescence; 330,000 tested, 1.8% active;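 active means inhibition above about 50% at the single tested dose, limit read from the data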;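 further: plate controls were DMSO wells with enzyme for no effect and DMSO wells lacking enzyme for full effect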
NALP3 yeast inh – NALP3 inhibition in yeast. Yeast reconstituted NLRP3/ASC/caspase-1, beta-gal luminescence, 24 h. inhibition, % at 10 µM. 330,000 tested, 0.39% active. AID 2825;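 active means inhibition of 50% or more; inactive means inhibition below 50%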;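 further: plate controls were induced DMSO wells for no effect and uninduced yeast grown without galactose for full effect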
SENP1 inh – blocks the human SENP1 SUMO protease catalytic domain | Q9P0U3 | recombinant SENP1 catalytic domain, CyPet-SUMO1-YPet FRET cleavage | inhibition, % at 10 µM | 360,000 tested, 0.21% active | AID 624204;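 active means inhibition at least 30% at 10 µM, raw YFP signal under a set limit, fluorescence ratio 0.5 to 1.5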;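 further: 0% = enzyme with DMSO and 100% = no enzyme wells; some results filed as inactive read as strong as hits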
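material = recombinant human SENP1 catalytic domain, His6-tagged | quantity = 20 pM enzyme | reagent = 25 nM SUMO1 FRET substrate | compound dosing = 10 µM single point, 0.5% DMSO | timing = 50 min enzyme reaction, room temperature, light-protected | detection = FRET, CFP and YFP emission | control set = no-enzyme low, enzyme-DMSO high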
HKDC1 inh – HKDC1 (human) hexokinase inhibition; 340,000 tested, 0.16% active; Q2TB90; inhibition, % at 20 µM; AID 493160; recombinant HKDC1, G6PDH/diaphorase resazurin coupled fluorescence;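 active means inhibition above about 35% when tested at 20 µM, limit read from the data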;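 further: plate controls were DMSO wells with enzyme for no effect and DMSO wells lacking enzyme for full effect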
Target sequence (Q2TB90 whole entry, looked up): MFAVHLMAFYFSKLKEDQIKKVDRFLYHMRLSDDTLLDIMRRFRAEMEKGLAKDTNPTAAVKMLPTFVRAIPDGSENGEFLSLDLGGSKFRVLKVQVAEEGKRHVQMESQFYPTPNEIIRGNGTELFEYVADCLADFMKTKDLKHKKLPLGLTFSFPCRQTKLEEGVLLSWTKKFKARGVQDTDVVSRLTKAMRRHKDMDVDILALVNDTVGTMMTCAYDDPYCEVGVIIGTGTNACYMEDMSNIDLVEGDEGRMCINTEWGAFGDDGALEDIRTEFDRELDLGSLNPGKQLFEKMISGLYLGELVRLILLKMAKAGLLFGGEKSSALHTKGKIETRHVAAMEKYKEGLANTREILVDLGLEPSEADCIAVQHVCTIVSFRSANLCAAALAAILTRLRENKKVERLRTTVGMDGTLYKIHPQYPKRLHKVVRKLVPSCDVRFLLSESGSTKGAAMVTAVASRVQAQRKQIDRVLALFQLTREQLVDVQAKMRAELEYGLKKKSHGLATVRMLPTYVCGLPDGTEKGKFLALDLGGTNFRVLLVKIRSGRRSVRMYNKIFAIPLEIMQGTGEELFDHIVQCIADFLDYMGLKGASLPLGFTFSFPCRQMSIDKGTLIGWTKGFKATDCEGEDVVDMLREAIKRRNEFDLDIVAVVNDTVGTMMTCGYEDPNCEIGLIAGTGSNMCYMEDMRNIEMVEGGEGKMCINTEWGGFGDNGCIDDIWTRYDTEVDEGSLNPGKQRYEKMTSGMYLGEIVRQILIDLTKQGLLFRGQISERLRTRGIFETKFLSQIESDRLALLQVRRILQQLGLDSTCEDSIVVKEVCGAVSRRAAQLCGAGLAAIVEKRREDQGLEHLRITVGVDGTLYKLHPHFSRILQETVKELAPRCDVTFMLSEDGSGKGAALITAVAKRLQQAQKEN
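Assay system – recombinant HKDC1 (HK5) hexokinase enzyme, produced in-house · Input – HKDC1 at 5 µg/mL · Reagent – glucose plus 1 mM ATP as hexokinase substrates · Timing – 90 min reaction incubation at room temperature, dark · Measured by – G6PDH/diaphorase-coupled fluorescence, 1 mM NADP, 100 µM resazurin, 525/613 nm · Benchmarks – DMSO-enzyme wells negative, buffer-substituted wells positive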
SENP8 block-2 – SENP8 (human) protease inhibition | Q96LD8 | recombinant SENP8, Nedd8 substrate fluorescence | inhibition, % at 20 µM | 360,000 tested, 0.64% active | AID 602440; in the data active means inhibition mostly above about 40%, no sharp cut-off; inactive means mostly below about 27%
Numbers without * were called inactive; i = inactive; . = not tested or not shown.

SMILES	SENP7 inh	SENP8 block-1	Apaf-1 inh	PfGluPho inh	SENP6 inh	NALP3 yeast inh	SENP1 inh	HKDC1 inh	SENP8 block-2
COc1ccc(S(=O)(=O)N2CCCCCC2)cc1C(=O)N(C)CC(=O)Nc1ccc(Cl)c(Cl)c1	1	21	17	-15	20	18	2	3	6
COC(=O)c1ccc(/C=C/c2c(-c3ccsc3)oc3ccc(N4CCOCC4)cc23)cc1	9	-15	18	14	-4	2	5	1	i
Cc1ccc(S(=O)(=O)N(C)CC(=O)O/N=C(\N)c2cccc([N+](=O)[O-])c2)cc1	0	-2	19	10	-1	17	2	-3	33
COc1cccc(C(=O)CN2CCN(S(=O)(=O)c3cccc([N+](=O)[O-])c3)CC2)c1	2	2	-5	23	9	12	-2	3	5
CCOC(=O)CCC(=O)NCc1ccc2[nH]c(C)cc2c1	13	0	7	-11	2	19	-16	-2	-16
O=C1N[C@H](C(=O)O)CS1	5	1	-9	.	0	19	.	.	.
CCOc1ccccc1N(C(=O)c1ccccc1Cl)C1=NC(C)(C)CS1	7	9	-6	5	21	17	0	-2	11
CC(=O)Nc1c(Cl)cnn(-c2ccccc2)c1=O	1	3	-13	4	12	16	0	-2	14
CCS(=O)(=O)NC(C)C(c1cccs1)N1CCN(c2ccc(F)cc2)CC1 (stereo not drawn)	-1	0	4	-5	-12	2	1	2	9
CCCc1nc(SCc2cccnc2)c2c(=O)n(C)c(=O)n(C)c2n1	-3	6	4	-6	18	54*	-1	0	11
Cc1ccc(S(=O)(=O)N2CCCCC2)cc1NC(=O)CSc1ccc2c(c1)OCCO2	-12	-3	15	6	-10	-2	-1	-8	9
Cc1c(C)n(Cc2ccc(F)cc2)c2ccc(C(=O)N3CCN(c4ccccn4)CC3)cc12	4	-6	9	11	-4	15	-10	1	-38
O=C(NNCc1ccc(O)cc1)c1ccccc1Cl	-2	-3	-11	5	-19	10	3	0	13
CCOC(=O)c1c(NC(NC(C)=O)C(Cl)(Cl)Cl)sc(C(C)=O)c1C (stereo not drawn)	0	-9	1	-8	-1	-6	3	-4	9
CCC(C)(C)n1nnnc1C(c1ccccc1OC)N1CCN(C(=O)c2ccco2)CC1 (stereo not drawn)	7	2	2	-7	-7	5	0	2	2
Nc1ccc(C2(c3ccc(N)cc3)C(=O)Nc3ccccc32)cc1	5	-5	0	-24	7	6	3	-4	15
O=C(N/N=C/c1c[nH]c2ccccc12)C1CC1c1ccccc1 (stereo not drawn)	-5	-9	-3	24	-1	6	0	-6	30
CC(NS(=O)(=O)c1ccc(CCC(=O)NCc2cccnc2)cc1)c1ccccc1 (stereo not drawn)	3	1	2	-7	-2	5	0	-1	2
CC(=O)N(CCCN1CCOCC1)Cc1ccncc1	3	1	0	18	-23	4	0	2	10
CCOc1ccc(CCNC(=O)CS(=O)(=O)Cc2nc(-c3cccc(OC)c3)oc2C)cc1	-1	9	16	0	13	-2	0	-4	-8
NC(=O)c1cccnc1Nc1cccc(F)c1	1	7	-8	-8	2	9	2	4	12
CN(C)C(=O)CCc1nc2sc3c(c2c(=O)[nH]1)CCCC3	4	0	-12	-18	0	1	-4	8	-3
CCc1c(C)sc(NC(=O)c2ccoc2C)c1C(N)=O	-9	0	-6	94*	-5	22	-5	-17	-88
Fc1ccc(NC(=S)NN=C2CCCCCC2)cc1	-11	-7	-24	21	-13	35	1	-23	10
CC(C)OC(=O)NC(C)(C)COC(=O)Nc1cccc(Cl)c1	-10	-6	21	5	-11	5	-1	-3	7

Rewritten bar-delimited: part of the list above
SMILES | SENP7 inh | SENP8 block-1 | Apaf-1 inh | PfGluPho inh | SENP6 inh | NALP3 yeast inh | SENP1 inh | HKDC1 inh | SENP8 block-2
CCCc1nc(SCc2cccnc2)c2c(=O)n(C)c(=O)n(C)c2n1 | -3 | 6 | 4 | -6 | 18 | 54* | -1 | 0 | 11
Cc1ccc(S(=O)(=O)N2CCCCC2)cc1NC(=O)CSc1ccc2c(c1)OCCO2 | -12 | -3 | 15 | 6 | -10 | -2 | -1 | -8 | 9
Cc1c(C)n(Cc2ccc(F)cc2)c2ccc(C(=O)N3CCN(c4ccccn4)CC3)cc12 | 4 | -6 | 9 | 11 | -4 | 15 | -10 | 1 | -38
O=C(NNCc1ccc(O)cc1)c1ccccc1Cl | -2 | -3 | -11 | 5 | -19 | 10 | 3 | 0 | 13

(listing goes on)
SMILES	SENP7 inh	SENP8 block-1	Apaf-1 inh	PfGluPho inh	SENP6 inh	NALP3 yeast inh	SENP1 inh	HKDC1 inh	SENP8 block-2
CCN(CC)C(=O)C12CC3CC(CC(Br)(C3)C1)C2	3	-5	-16	-7	-3	7	2	-6	14
CCOC(=O)Cn1nnc(-c2cccc(OC)c2)n1	2	-10	-13	-1	-19	12	-1	-5	4
Cc1ccc(C)c2[nH]c(=O)c(CCNC(=O)c3ccc(S(=O)(=O)N4CCOCC4)cc3)cc12	5	0	15	3	-3	19	1	13	-112
C/C(=N\Nc1nc(C)cc(=O)[nH]1)C1CC1	11	0	-2	13	4	-17	2	-4	10
COC(=O)C(NC(=O)C(NC(=O)C1CCC(C)CC1)C(C)C)C(C)C (stereo not drawn)	-4	-8	2	-6	-21	2	0	-4	29
Cn1c(Cn2nnc3ccccc32)nnc1SCC(=O)c1ccccc1F	16	0	-13	6	-6	2	2	-15	10
Cc1ccc(/C(O)=C2\C(=O)C(=O)N(C)C2c2cccc([N+](=O)[O-])c2)cc1 (stereo not drawn)	3	2	-4	-17	-6	12	1	6	11
COc1ccc(Oc2ncnc3c2ncn3Cc2ccccc2)cc1	-8	-6	2	-15	-1	17	3	2	19
COc1ccc(-c2nc3ccccc3c(=O)n2CCOc2c(C)cccc2C)cc1	6	0	12	15	2	-10	0	-1	-70
Cc1c(Br)c([N+](=O)[O-])nn1CC(=O)NCc1ccccc1	4	-2	-2	7	3	-6	1	-4	16
CCOc1ccccc1NC(=O)CSc1nnnn1C1CCCC1	-2	7	4	13	-20	-3	0	-4	15
COC(=O)c1ccc(/C=C/c2ccc3cccc(OC(C)=O)c3n2)cc1	91*	87*	13	28	95*	17	-2	1	-397
Cc1ccc(Oc2ncccc2/C=N/OCc2ccc(Cl)c(Cl)c2)cc1	-4	10	9	10	11	13	2	5	-46
CC(C)(C)C1CCC(C(=O)NCC(c2cccs2)N2CCOCC2)CC1 (stereo not drawn)	9	1	19	-11	-2	14	-3	-3	8
CCCCC(=O)Nc1ccnc(-c2cccnc2)n1	-2	7	-6	-9	1	6	1	4	12
COc1cc(N=c2ssnc2Cl)cc(OC)c1	7	-1	-1	78*	-3	16	3	-51	19
COc1cc(OC)c(C2N(c3cc(C)on3)C(=O)C3CCCN32)cc1OC (stereo not drawn)	3	-1	3	-10	-12	6	2	0	-92
CC(C)Oc1c(Br)cc(Br)cc1/C=N/NC(N)=S	-4	-2	12	33	-1	-55	3	-14	20
CCOc1ccccc1NC=C1C(=O)OC(C)(C)OC1=O	6	-3	-5	-11	-2	0	1	0	-46
Cc1c(CCC(=O)O)c(=O)oc2cc(OCc3ccccc3F)ccc12	-1	-5	4	-37	11	6	1	0	-286
COc1cc(OC)cc(C(=O)N2CCN(C(=O)c3cccs3)CC2)c1	-4	-5	4	-5	-13	11	2	-4	10
C/C(=N\NC(=O)CC(C)C)c1ccc(Cl)c(Cl)c1	-46	-11	2	23	-17	-3	2	-3	34
CCOc1ccccc1Cn1c(=O)oc2ccc(C)cc21	-4	-6	-5	-26	2	-11	0	-14	10
COc1cccc(OC)c1C(=O)Nc1cccc(-c2ccc(N3CCOCC3)nn2)c1	-8	-4	10	-5	-3	9	-2	-2	-41
CCC(=O)Nc1cc(C)c(NC(=O)C23CC4CC(CC(C4)C2)C3)cn1	0	2	14	0	-5	9	-12	2	4
(more compounds)
SMILES	SENP7 inh	SENP8 block-1	Apaf-1 inh	PfGluPho inh	SENP6 inh	NALP3 yeast inh	SENP1 inh	HKDC1 inh	SENP8 block-2
O=C(CN1CCCCCCC1)N/N=C/c1ccc(F)c(F)c1	6	3	2	-7	-1	16	0	-1	6
O=C(Nc1ccc(F)cc1F)N1CCN(C(=O)c2ccco2)CC1	8	-3	-4	5	-2	15	3	-9	10
CCN(CC)CCCNc1cc(C(F)(F)F)c(C#N)c2nc3ccccc3n12	2	6	7	14	19	1	-26	8	-296
COc1ccc2nc(NC(=S)N(C)C)sc2c1	76*	67*	4	70*	81*	48	2	-10	18
CC1CC(C)CN(c2cc(=O)n(Cc3ccc(F)cc3)c(=O)[nH]2)C1 (stereo not drawn)	-22	-8	22	-7	-6	11	2	-1	11
O=C(Cc1ccccc1)Nn1cnc2ccccc21	-3	0	-13	3	-11	-7	2	-9	16
O=C(CCS(=O)(=O)c1cc2c(cc1Cl)NC(=O)CO2)NCCc1ccccc1	-3	5	-5	-6	-7	11	1	-5	4
Cc1cc(C)cc(N2C(=O)CSC2c2cccs2)c1 (stereo not drawn)	6	0	16	33	-4	-6	1	-1	18
Cc1ccc(/C=c2\sc3nc(-c4cccnc4)nn3c2=O)cc1	.	.	.	-1	.	.	-5	14	19
CCOc1cc(/C=C(\C#N)C(=O)NCC2CCCO2)ccc1O (stereo not drawn)	-6	-5	-4	6	-6	-5	-105	-4	-21
Cc1c(C=O)c(Cl)n(C)c(=O)c1C#N	74*	41	97*	17	2	-1	-101	12	-46
CCCc1[nH]nc2c1C(c1ccsc1)C(C#N)=C(N)O2 (stereo not drawn)	0	1	6	22	5	25	0	-7	10
CN(c1ccc(C(=O)N2CCN(Cc3ccc4c(c3)OCO4)CC2)cc1)S(=O)(=O)c1ccccc1	9	1	12	19	-11	30	-2	-5	17
COc1ccc(C2Nc3ccccc3C(=O)N2Cc2ccccc2)cc1 (stereo not drawn)	9	4	0	-17	21	18	0	-4	-300
CCOC(=O)/C(C#N)=C1\SS/C(=C(/C#N)C(=O)OCC)S1	9	8	-1	.	11	17	.	.	.
CCOc1ccc(N2C(=O)CC(Sc3n[nH]c(-c4ccccc4)n3)C2=O)cc1 (stereo not drawn)	-8	-7	2	4	2	12	2	-11	25
COc1ccccc1N1C(=O)C2C3C=CC(C3)C2C1=O (stereo not drawn)	2	4	-2	6	5	14	0	-9	12
COc1ccc(CCn2nnnc2CN2CCN(C(=O)c3ccco3)CC2)cc1OC	11	-6	2	14	-2	11	3	-9	13
O=C(Nc1ccc(F)cc1)c1nn(-c2ccccc2)c(=O)cc1Cl	.	.	.	-15	.	.	5	7	11
COc1ccc(OC2C(=O)N(c3cc(C)ccc3C)C2c2ccc(OC)c(OC)c2)cc1 (stereo not drawn)	-6	3	12	23	-7	16	3	-6	19
COC(=O)c1c(C)nn(-c2ccc(OC(F)(F)F)cc2)c1-c1snnc1C	-1	-9	2	11	-11	-3	3	-2	-4
COc1cc(OC)cc(-c2c(C#Cc3ccsc3)c3cc(-c4ccc(C(N)=O)cc4)ccc3n2C)c1	-9	-12	10	8	-12	-14	-6	6	i
CC(C)NC(=O)c1cc(-c2ccco2)nn1-c1ccc(Cl)cc1	-2	-12	18	33	7	4	-2	7	-8
CNc1oc(C)nc1S(=O)(=O)c1ccc(C)cc1	-7	-9	9	3	-18	1	0	-3	7
